RORg inh – blocks mouse ROR gamma transcriptional activity | P51450 | Drosophila S2 Gal4-RORgamma UAS-luciferase reporter, 20 h | Potency, µM (top dose mostly 53.6 µM), for inactives: at the highest dose activity change, negative = inhibition, usual class: inhibitors | 310,000 tested, 5.4% active | AID 2551; also: potency is read from the fitted curve at half-maximal effect; % is scaled to controls: 0 for no effect and ±100 for the full control effect; nearly all actives have a fitted effect of over 60% in size
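ROR gamma transcriptional activity was tracked as Gal4-UAS luciferase output in stably transfected Drosophila Schneider cells, with compound added 1 hr before 700 uM copper sulfate induction and a 20 hr ambient-temperature incubation.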
NPC1 prom act – activators of NPC1 promoter | 320,000 tested, 2.4% active | Potency, µM (highest dose often 9.22 µM), for the others: at the top dose activation, usual class: activators | AID 485313 | Huh7 NPC1 promoter luciferase reporter, 24 h;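 also: potency is read from the fitted curve at half-maximal effect; % of control where 0% means no effect; nearly all actives have a fitted effect of over 60% in size; reporter is driven by a mutant NPC1 promoter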
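NPC1 promoter–luciferase Huh7 cells; 24 h compound; luminescence.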
ELG1 genotox – inducers of genotoxicity in HEK293T ELG1-luciferase cells; HEK293T ELG1-luciferase reporter, luminescence, 16 h; Potency, µM (titrated, usually from 46 µM), for inactives: at the top dose activity change, positive = activation, hits mostly activators; 330,000 tested, 1.3% active; also: potency is read from the fitted curve at half-maximal effect; % of control where 0% means no effect; nearly all actives have a fitted effect of over 60% in size
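Step 1: seed 2,000 HEK293T ELG1-luciferase cells per well. Step 2: add compound or DMSO, incubate 16 hr at 37 °C. Step 3: ONE-Glo, 30 min at room temperature, read luminescence.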
BRCA1 expr act – activators of BRCA1 expression; MCF7-BRCA1-FFLuc reporter, luminescence, 48 h; response scale: scaled: vehicle 0%, 10 µM genistein 100%; Potency, µM (titrated, usually from 46.1 µM), for inactives: at the top dose activation, hits mostly activators; 380,000 tested, 1.1% active; AID 624202; also: potency is read from the fitted curve at half-maximal effect; nearly all actives have a fitted effect of over 80% in size; some results filed as inactive show a strong effect at the top dose
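Compounds are tested at multiple concentrations on MCF7 BRCA1-luciferase reporter cells seeded at 2000 per well; after 48 h, a single luminescence end-point is taken and curves fitted to the normalized data.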
p53 reactivator – re-activators of mutant p53 | H1299 p53-A138V BP100-luciferase reporter, luminescence, 24 h | Potency, µM (titrated, usually from 92.2 µM), without a hit: at the top dose activity change, positive = activation, hits mostly activators | 320,000 tested, 0.063% active | AID 504706; also: potency is read from the fitted curve at half-maximal effect; % of control where 0% means no effect; nearly all actives have a fitted effect of over 45% in size
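H1299 (p53-null), stable ts p53-A138V + BP100-Luc; 1000 cells/well, Opti-MEM/10% FBS; cpd 4 pt, 1:5; 24 h, 37 deg C, 5% CO2; detection reagent 10 min RT; luminescence.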
Rab9 prom act – activates the Rab9 promoter; Huh7 Rab9 promoter-luciferase reporter, luminescence, 24 h; 320,000 tested, 2.8% active; Potency, µM (doses to about 9.22 µM), for inactives: top-dose activation, negative = inhibition, hits mostly activators; AID 485297; also: potency is read from the fitted curve at half-maximal effect; % of control where 0% means no effect; nearly all actives have a fitted effect of over 60% in size
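Rab9 promoter-driven luciferase in stably transfected Huh7 cells; 1500 cells/well rested 2 h, exposed to compound in DMSO for 24 h at 37 °C, 5% CO2. Luminescence read 10 min after adding luciferase reagent at ambient temperature.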
Tb PFK inh – inhibitors of T. brucei phosphofructokinase; 330,000 tested, 0.17% active; T. brucei PFK, ADP-Glo luminescence; Potency, µM (highest dose often 57.5 µM), without a hit: top-dose activity, negative = inhibition, actives largely listed as inhibitors;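 also: potency is read from the fitted curve at half-maximal effect; 0% = uninhibited 1x PFK enzyme wells and -100% = no-enzyme wells; nearly all actives have a fitted effect of over 60% in size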
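PFK 1.25 nM, F6P 0.5 mM, ATP 0.1 mM, 0.1 M TEA pH 8.0, 5 mM MgCl2, 0.01% Tween20, 0.1% BSA; 45 min RT. ADP-Glo readout. qHTS titration up to 57 uM; curves fitted, compounds curve-classed.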
ELG1 repair inh – blocks ELG1-dependent DNA repair in HEK293T cells; HEK293T ELG1-luciferase reporter, luminescence, 16 h; DNA damage induced by 5-fluorouridine; Potency, µM (highest dose often 46.1 µM), for inactives: at the highest dose activity change, negative = inhibition, usual class: inhibitors; 330,000 tested, 2.3% active; AID 504467; also: potency is read from the fitted curve at half-maximal effect; % is scaled to controls: 0 for no effect and ±100 for the full control effect; nearly all actives have a fitted effect of over 55% in size
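Luminescence from the luciferase reporter, measured 30 min after ONE-Glo reagent at room temperature, was the read-out. Beforehand, 2,000 cells per well were exposed for 16 hr at 37 °C to 5-fluorouridine together with compound or vehicle.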
FLuc counter – firefly luciferase modulation, counter-screen for miR-21 project. P08659. AID 588342. Potency, µM (doses to about 57.5 µM), for inactives: top-dose activity change, negative = inhibition, hits mostly inhibitors. purified FLuc, Km substrates, luminescence inhibition. 360,000 tested, 6.9% active;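 also: potency is read from the fitted curve at half-maximal effect; plate controls were vehicle for no effect and reference inhibitor for full effect; nearly all actives have a fitted effect of over 55% in size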
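Biochemical qHTS of compounds, final roughly 60 µM downward over six points, against 10 nM purified firefly luciferase using Km concentrations of substrates (10 uM D-luciferin, 10 uM ATP) in Tris acetate pH 7.5 buffer; luminescence output.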
TRPV1 agonist – human TRPV1 agonism. Q8NER1. AID 540275. activation, % at 8.33 µM. 320,000 tested, 0.19% active. TRPV1-expressing cells, Fluo-8 calcium influx, agonist mode; in the data active = activation above about 80%; inconclusive = between about 30% and that limit; also: 0% is about no effect
Target sequence (Q8NER1 whole entry, looked up): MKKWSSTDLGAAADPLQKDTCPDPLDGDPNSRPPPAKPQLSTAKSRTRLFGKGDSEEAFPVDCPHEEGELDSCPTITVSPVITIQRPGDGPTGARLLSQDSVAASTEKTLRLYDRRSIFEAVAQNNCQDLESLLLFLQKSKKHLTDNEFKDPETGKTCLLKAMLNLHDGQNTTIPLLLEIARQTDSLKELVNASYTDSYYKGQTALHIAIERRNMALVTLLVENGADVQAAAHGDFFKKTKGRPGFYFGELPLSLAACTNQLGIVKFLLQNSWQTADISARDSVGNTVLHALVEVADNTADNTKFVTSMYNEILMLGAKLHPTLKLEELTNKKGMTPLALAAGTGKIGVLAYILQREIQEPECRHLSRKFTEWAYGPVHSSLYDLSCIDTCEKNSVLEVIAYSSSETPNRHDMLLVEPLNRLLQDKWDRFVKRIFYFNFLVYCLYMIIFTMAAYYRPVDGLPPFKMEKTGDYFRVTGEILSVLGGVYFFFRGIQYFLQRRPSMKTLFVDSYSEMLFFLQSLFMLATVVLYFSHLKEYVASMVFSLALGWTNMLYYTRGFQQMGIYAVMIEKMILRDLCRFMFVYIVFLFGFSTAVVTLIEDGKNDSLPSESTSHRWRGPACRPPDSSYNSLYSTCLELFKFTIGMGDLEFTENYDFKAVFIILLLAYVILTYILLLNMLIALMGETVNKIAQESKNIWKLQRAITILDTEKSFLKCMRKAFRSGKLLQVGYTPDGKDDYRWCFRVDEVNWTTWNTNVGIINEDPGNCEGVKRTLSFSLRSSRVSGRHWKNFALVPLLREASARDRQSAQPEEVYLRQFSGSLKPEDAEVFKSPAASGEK
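Fluo-8 calcium influx in TRPV1-expressing cells, kinetic read (ex 480/em 520 nm). Compound added and read 3 min for agonist activity, followed by capsaicin at EC20 final and 2 min further read for enhancement.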
VP16 counter – inhibits Gal4-VP16 luciferase reporter, ROR gamma counter-screen | Drosophila S2 Gal4-VP16 UAS-luciferase, luminescence, 20 h | Potency, µM (titrated, usually from 53.6 µM), for the others: top-dose activity, negative = inhibition, actives largely listed as inhibitors | 310,000 tested, 3.5% active | AID 2546;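 also: Gal4-VP16 expression switched on by copper sulfate through the metallothionein promoter; potency is read from the fitted curve at half-maximal effect; % is scaled to controls: 0 for no effect and ±100 for the full control effect; nearly all actives have a fitted effect of over 50% in size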
* = called active by the depositor; ? = inconclusive; / = not tested or not shown; [ ] = dose if it differs, or a comment. Unless noted, calls follow the shape of the dose curve; as a rule, active = well fitted curve in the direction sought with a large enough effect; inconclusive = small, poorly fitted or top-dose-only effect, or another doubt; inactive = no such curve, though single readings can be large; an effect the other way counts as inactive or inconclusive.

A first look:
1. O=C(CNC(=S)N(Cc1ccc(F)cc1)C1CCCCC1)NCCN1CCOCC1
2. COc1ccc(NC(=O)CSc2nnc(Cn3cnc4ccccc43)n2C)cc1
3. COC(=O)C(C)(N)Cc1ccc(O)cc1 (stereo not given)
4. Clc1ccc(-c2nnc(NCc3ccccc3)c3ccccc23)cc1
5. Cc1c(C(=O)O)sc2ncn(C)c(=O)c12

assay / compound	1	2	3	4	5
RORg inh	15%	-7%	/	14%	6%
NPC1 prom act	-8%	0%	5%[46.1 µM]	-2%	-4%
ELG1 genotox	-8%	0%	-7%	-1%	-2%
BRCA1 expr act	1%	6%	-3%	-79%[inhibitor]	2%
p53 reactivator	5%	0%	6%	2%	3%
Rab9 prom act	-2%	-6%	0%[46.1 µM]	-10%	-1%
Tb PFK inh	1%	4%	0%	3%	-1%
ELG1 repair inh	1%	1%	5%	?	-6%
FLuc counter	-1%	0%	0%	-6%	3%
TRPV1 agonist	15	0	-2	-1	1
VP16 counter	-8%	-5%	/	-7%	-2%

The list itself, previewed entries included:
1. O=C(CNC(=S)N(Cc1ccc(F)cc1)C1CCCCC1)NCCN1CCOCC1
2. COc1ccc(NC(=O)CSc2nnc(Cn3cnc4ccccc43)n2C)cc1
3. COC(=O)C(C)(N)Cc1ccc(O)cc1 (stereo not given)
4. Clc1ccc(-c2nnc(NCc3ccccc3)c3ccccc23)cc1
5. Cc1c(C(=O)O)sc2ncn(C)c(=O)c12
6. C#CCOCCOCCOCCNc1nc(N2CCN(C(=O)[C@H]([C@@H](C)CC)n3cc([C@@H](N)CC(C)C)nn3)CC2)nc(N2CCN(C(=O)[C@H](CCCCN)n3cc([C@@H](N)CC(C)C)nn3)CC2)n1
7. CC(CNS(=O)(=O)c1ccccc1)Sc1nncn1C (stereo not given)
8. O=C(OC1CCCCC1=O)c1ccc(F)c(S(=O)(=O)N2CCOCC2)c1 (stereo not given)
9. CCc1ccc(N(C(C)=O)C2C=CS(=O)(=O)C2)cc1 (stereo not given)
10. COCCNC(=O)Cn1cc(C(=S)N2CCCCC2)c2ccccc21

assay / compound	1	2	3	4	5	6	7	8	9	10
RORg inh	15%	-7%	/	14%	6%	0%	1%	/	8%	12%
NPC1 prom act	-8%	0%	5%[46.1 µM]	-2%	-4%	-3%	2%	-2%	-1%	-2%
ELG1 genotox	-8%	0%	-7%	-1%	-2%	3%	0%	4%	-4%	0%
BRCA1 expr act	1%	6%	-3%	-79%[inhibitor]	2%	1%	0%	-9%	-5%	6%
p53 reactivator	5%	0%	6%	2%	3%	-2%	2%	-6%	5%	11%
Rab9 prom act	-2%	-6%	0%[46.1 µM]	-10%	-1%	-3%	0%	-3%	-2%	0%
Tb PFK inh	1%	4%	0%	3%	-1%	-3%	-2%	2%	-3%	-5%
ELG1 repair inh	1%	1%	5%	?	-6%	-8%	0%	-1%	-1%	14%
FLuc counter	-1%	0%	0%	-6%	3%	2%	0%	0%	-1%	-1%
TRPV1 agonist	15	0	-2	-1	1	-3	2	-2	1	16
VP16 counter	-8%	-5%	/	-7%	-2%	4%	-9%	/	12%	-16%

11. O=C(Nc1ccc2c(c1)OCO2)c1cc(-c2ccccc2Cl)on1
12. Cc1[nH]n(-c2cccc(Cl)c2)c(=O)c1/C=N/n1c(C)nc2ccccc2c1=O
13. Cc1ccc(NC(=O)CSCC(=O)Nc2nnc(C)s2)cc1
14. Cn1c(=O)[nH]c(=O)c2c1nc1n2CC(COc2ccc3ccccc3c2)O1 (stereo not given)
15. O=C1C(=C2CCCCC2)SC(=S)N1Cc1ccco1
16. CSc1ccc(/C=N/NC(=O)c2ccc(-n3cnnn3)cc2)cc1
17. N#Cc1c(/N=C/c2cccnc2)sc2c1CCCC2
18. CCc1ccc(NC(=O)CS(=O)CC(=O)NCCCc2ccccc2)cc1 (stereo not given)
19. COc1ccc(N=Cc2ccc(-c3ccccc3)o2)cc1
20. CC1CN(C(=O)c2cccc(C(=O)N3CC(C)OC(C)C3)c2)CC(C)O1 (stereo not given)

assay / compound	11	12	13	14	15	16	17	18	19	20
RORg inh	-28%	?	/	24%	13µM*	/	-7%	-12%	11%	8%
NPC1 prom act	2.5µM*	2%	1%	1%	0%	0%	-3%	-2%	-3%	-6%
ELG1 genotox	9.2µM*	-1%	4%	-2%	-8%	2%	3%	4%	12%	3%
BRCA1 expr act	111%	-69%	-26%	-2%	-7%	-14%	29%	12%	0%	-2%
p53 reactivator	28%	9%	-2%	-7%	18%	7%	-4%	-2%	1%	-2%
Rab9 prom act	1.6µM*	-7%	-2%	-3%	-4%	-4%	-4%	-2%	-12%	-5%
Tb PFK inh	0%	2%	-2%	0%	-7%	0%	-6%	1%	-5%	2%
ELG1 repair inh	?	1%	2%	-9%	-14%	-16%	0%	3%	-11%	1%
FLuc counter	5.4µM*	?	5%	-1%	-1%	?	2.7µM*	-1%	3µM*	4%
TRPV1 agonist	?	-3	0	-1	4	25	-4	-1	10	1
VP16 counter	5%	?	/	3%	-1%	/	-4%	-2%	-3%	14%

21. CCC(C)(C)C1CCc2[nH]nc(C(=O)NC(C)C)c2C1 (stereo not given)
22. CCn1c(SCC(=O)N2CCN(c3cccc(Cl)c3)CC2)nc2ccccc2c1=O
23. Cc1nc2cc(N)ccc2n1-c1ccccc1
24. O=C(Cn1cnc2ccccc2c1=O)NCC(=O)N1CCOCC1
25. NC(=O)CSc1nc(-c2ccccc2)nc2c1CCCC2
26. C=CCC[C@H](Cc1ccc(F)cc1)C(=O)OC[C@@H](NC(=O)[C@@H](CC=C)CC(=O)N[C@H](CO)Cc1ccccc1)C(C)(C)C
27. COc1cccc(CNc2ccc(F)c(Cl)c2)c1O
28. Cn1c(-c2ccccc2)c(C#Cc2ccc(N)cc2)c2ccccc21
29. NC(=O)c1c(NC(=O)c2ccccc2F)sc2c1CCCC2
30. CC(C(=O)NC1CCCc2ccccc21)N1CCN(c2ccc(F)cc2)CC1 (stereo not given)

assay / compound	21	22	23	24	25	26	27	28	29	30
RORg inh	/	19%	-6%	6%	-4%	/	24%	/	?	?
NPC1 prom act	-9%	-4%	-1%	-3%	-6%	/	-3%	/	1.6µM*	-5%
ELG1 genotox	-7%	-10%	-3%	6%	1%	-8%	-5%	-2%	?	-4%
BRCA1 expr act	-36%	-30%	0%	11%	-5%	-86%	73%	-50%	?	-16%
p53 reactivator	-1%	-11%	2%	3%	5%	-1%	-12%	16%	?	-14%
Rab9 prom act	-7%	-5%	11%	-1%	-1%	/	-5%	/	0.89µM*	8%
Tb PFK inh	-10%	-19%	-4%	0%	0%	-1%	-3%[0.46 µM]	7%	-1%	-7%
ELG1 repair inh	-14%	?	8%	4%	-4%	0%	?	22%	?	-5%
FLuc counter	-5%	1%	-19%	1%	1%	/	5%	/	1.9µM*	2%
TRPV1 agonist	-1	5	-8	0	5	/	3	/	12	5
VP16 counter	/	-4%	9%	-1%	1%	/	-1%	/	25%	-13%

31. O=C(NCc1cccs1)C1CCCN(C(=O)Nc2ccccc2)C1 (stereo not given)
32. O=C(CCNS(=O)(=O)c1cccc2nsnc12)N1CCc2ccccc21
33. O=C1OCCC1Sc1ncnc2sc3c(c12)CCC3 (stereo not given)
34. CC(=O)Nc1ccc(OC(=O)c2c(-c3ccccc3Cl)noc2C)cc1
35. CCn1c(SCC(=O)Nc2ccccc2F)nc2c(c1=O)SC(C)C2 (stereo not given)
36. COc1ccc(OCC(O)CN2C(=O)NC(C)(C)C2=O)cc1 (stereo not given)

assay / compound	31	32	33	34	35	36
RORg inh	-36%	3%	18%	0%	34%	2%
NPC1 prom act	-3%	2%	-4%	-1%	-1%	-1%
ELG1 genotox	3%	-2%	3%	1%	-1%	-4%
BRCA1 expr act	-6%	-1%	0%	-5%	-19%	42%
p53 reactivator	-1%	-4%	2%	-9%	-18%	-24%
Rab9 prom act	1%	-7%	0%	-4%	-4%	0%
Tb PFK inh	-2%	-2%	-5%	1%	0%	-1%
ELG1 repair inh	?	0%	0%	0%	-14%	18%
FLuc counter	-1%	-2%	1%	4%	1%	-1%
TRPV1 agonist	-1	13	9	5	1	-2
VP16 counter	1%	-9%	-3%	3%	11%	-15%
